TRPV1 ag – activates the human vanilloid receptor TRPV1. Q8NER1. TRPV1-expressing cells, Fluo-8 calcium influx, agonist mode. activation, % at 8.33 µM. 320,000 compounds, 0.19% hits; in the data active means activation above about 80%; inconclusive means between about 30% and that limit; further: 0% is about no effect
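TRPV1-expressing cells were cultured overnight at 35.5C and loaded with Fluo-8 calcium dye for 40 to 90 min at room temperature. After a 10 s baseline, compound was added and calcium influx was read kinetically for 3 min (ex 480/em 520 nm).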
a7 integrin act – integrin-mediated muscular dystrophy alleviation activation. alpha7betagal myoblasts, beta-gal FDG fluorescence, 48 h. Potency, µM (highest dose often 38.3 µM), inactives show at the highest dose activation, actives largely listed as activators. 350,000 compounds, 0.064% hits. AID 624291;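 further: potency means the concentration at half of the fitted maximal effect; 100% = response of the positive control SU9516; nearly all actives have a fitted effect of over 60% in size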
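alpha7betagal+/- myoblasts (passage 13, 250/well) treated 48 h at 37C with compounds at 1:260 dilution of DMSO stock. Lysed, then beta-galactosidase activity read as FDG fluorescence (ex 480/em 540) after 30 min, with pre-read for autofluorescence.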
TSG101-PTAP inh – blocks PTAP/TSG101 interaction to inhibit HIV-1 budding | 340,000 tested, under 10 active | AID 493005 | Potency, µM (series often up to 115 µM), without a hit: at the top dose activity change, negative = inhibition, hits mostly inhibitors | Q99816 | Fluorescence polarization, FITC-PTAP peptide / Tsg101 binding; active means well fitted inhibition curve with a large enough effect in the main read-out, with a control signal flat, not every such curve was filed as active; inconclusive means small, poorly fitted or top-dose-only effect, or effect the other way, or a change in a side signal; inactive means no such curve, though single readings can be large or run the other way; further: potency means the concentration at half of the fitted maximal effect; % of control where 0% means no effect
Target sequence (Q99816 whole entry, looked up): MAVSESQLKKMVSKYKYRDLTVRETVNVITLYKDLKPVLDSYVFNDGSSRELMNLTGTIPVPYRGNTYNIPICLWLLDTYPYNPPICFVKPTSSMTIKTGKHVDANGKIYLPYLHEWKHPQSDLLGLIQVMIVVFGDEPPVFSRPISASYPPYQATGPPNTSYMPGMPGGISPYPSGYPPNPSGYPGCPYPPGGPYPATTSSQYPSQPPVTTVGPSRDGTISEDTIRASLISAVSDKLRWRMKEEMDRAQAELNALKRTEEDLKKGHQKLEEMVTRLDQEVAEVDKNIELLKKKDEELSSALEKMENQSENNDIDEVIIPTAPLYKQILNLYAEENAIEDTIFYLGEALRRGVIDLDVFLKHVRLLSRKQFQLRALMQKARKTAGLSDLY
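Compounds were pin-transferred onto Tsg101 binding domain (10 uM final) in HEPES pH 7.5 buffer, then FITC-PTAP peptide was added at 50 nM final. After 20 min at RT, polarization reported peptide displacement across a qHTS concentration series.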
B2AR arrestin – beta2AR (human) beta-arrestin recruitment activity; P07550; 330,000 compounds, 0.02% hits; Potency, µM (titrated, usually from 46.1 µM), without a hit: at the highest dose activation, most hits filed as activators; beta-arrestin recruitment to beta2AR, cell-based reporter;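 further: potency means the concentration at half of the fitted maximal effect; 0% = DMSO controls and full agonism = EC100 isoproterenol or metaproterenol; nearly all actives have a fitted effect of over 65% in size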
p53 reactivation – re-activators of mutant p53 | H1299 p53-A138V BP100-luciferase reporter, luminescence, 24 h | Potency, µM (series often up to 92.2 µM), without a hit: at the highest dose activity change, positive = activation, actives largely listed as activators | 320,000 compounds, 0.063% hits; further: potency means the concentration at half of the fitted maximal effect; % of control where 0% means no effect; nearly all actives have a fitted effect of over 45% in size
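H1299 (p53-null), stable ts p53-A138V + BP100-Luc; 1000 cells/well, Opti-MEM/10% FBS; cpd 4 pt, 1:5; 24 h, 37 deg C, 5% CO2; detection reagent 10 min RT; luminescence.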
USP2a inh – inhibitors of human ubiquitin-specific protease USP2a. AID 463254. 330,000 compounds, 0.01% hits. USP2 core, Ub-CHOP2 coupled fluorogenic reporter, 485/531. Potency, µM (series often up to 38.3 µM), for inactives: at the top dose activity change, negative = inhibition, hits mostly inhibitors;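 further: potency means the concentration at half of the fitted maximal effect; plate controls were DMSO wells for no effect and full inhibition by NEM control for full effect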
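USP2 core (10nM final) preincubated 30min RT with compound in 20mM Tris-HCl pH 8.0, 2mM CaCl2, 2mM beta-mercaptoethanol, 0.05% CHAPS; 25nM Ub-CHOP2 plus 25nM reporter substrate added, fluorescence (Ex485/Em531) read after 60min.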
ASM inhibitor – human S-ASM enzyme inhibition; placental ASM, HMU-PC fluorogenic substrate, 60 min; 340,000 compounds, 0.006% hits; P17405; Potency, µM (doses to about 57.5 µM), inactives show at the highest dose activity change, negative = inhibition, actives largely listed as inhibitors; further: potency means the concentration at half of the fitted maximal effect
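Human placenta-derived ASM preincubated with compound 10 min at room temperature, then reacted with 9 uM (final) fluorogenic HMU-PC substrate for 60 min at 37 C. Stop solution raises pH to 10; fluorescence read at Ex 386/Em 447 nm.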
BRCA1 expr up – increases BRCA1 expression; MCF7-BRCA1-FFLuc reporter, luminescence, 48 h; response scale: scaled: vehicle 0%, 10 µM genistein 100%; Potency, µM (doses to about 46.1 µM), for inactives: at the top dose activation, actives largely listed as activators; 380,000 compounds, 1.1% hits; further: potency means the concentration at half of the fitted maximal effect; nearly all actives have a fitted effect of over 80% in size; some results filed as inactive show a strong effect at the top dose
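Activators of BRCA1 expression were detected as increased firefly luciferase luminescence in engineered MCF7 cells after 48 h compound incubation. Signals were scaled to genistein 10 microM as full activation.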
Eya2 inh – blocks the phosphatase activity of human Eya2. O00167. recombinant Eya2, OMFP fluorescence dephosphorylation (OMFP is methylfluorescein phosphate). Potency, µM (series often up to 76.9 µM), inactives show at the top dose activity, negative = inhibition, actives largely listed as inhibitors. 330,000 compounds, 0.006% hits; further: potency means the concentration at half of the fitted maximal effect; on the % scale 0 is the no-effect control and ±100 the full control effect
Target sequence (O00167 whole entry, looked up): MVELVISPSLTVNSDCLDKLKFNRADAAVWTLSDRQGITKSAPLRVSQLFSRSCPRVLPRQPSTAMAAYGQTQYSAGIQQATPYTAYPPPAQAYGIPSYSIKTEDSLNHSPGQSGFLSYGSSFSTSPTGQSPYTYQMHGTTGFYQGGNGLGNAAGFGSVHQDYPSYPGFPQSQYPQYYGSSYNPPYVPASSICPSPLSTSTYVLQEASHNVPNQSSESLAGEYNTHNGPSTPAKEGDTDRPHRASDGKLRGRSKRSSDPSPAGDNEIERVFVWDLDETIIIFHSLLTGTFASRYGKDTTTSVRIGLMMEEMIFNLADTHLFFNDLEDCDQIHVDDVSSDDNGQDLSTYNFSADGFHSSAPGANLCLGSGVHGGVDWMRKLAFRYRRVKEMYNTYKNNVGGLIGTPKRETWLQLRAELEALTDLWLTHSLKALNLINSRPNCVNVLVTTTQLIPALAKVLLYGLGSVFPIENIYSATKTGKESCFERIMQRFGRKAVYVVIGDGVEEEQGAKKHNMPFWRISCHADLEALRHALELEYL
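Eya2 protein (added as 0.2 uM solution) was preincubated with compound for 10 min at ambient temperature in 50 mM HEPES pH 7.5, 50 mM NaCl, 5 uM MgCl2, 0.05% BSA, 1 mM DTT. OMFP (added at 50 uM) then reacted 10 min; fluorescence read at 485/525 nm.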
uPA surface inh – cell surface uPA generation inhibition | cell surface uPA generation assay, qHTS | 330,000 compounds, 0.31% hits | AID 540303 | Potency, µM (titrated, usually from 38.3 µM), for the others: top-dose activity change, negative = inhibition, hits mostly inhibitors; active means well fitted inhibition curve with a large enough effect; inconclusive means small, poorly fitted or top-dose-only effect; inactive means no such curve, though single readings can be large or run the other way; tested in mouse RAW 264.7 cells; further: potency means the concentration at half of the fitted maximal effect; on the % scale 0 is the no-effect control and ±100 the full control effect; nearly all actives have a fitted effect of over 55% in size
ELG1 genotox – inducers of genotoxicity in HEK293T ELG1-luciferase cells; Potency, µM (titrated, usually from 46 µM), for the others: at the highest dose activity change, positive = activation, usual class: activators; 330,000 compounds, 1.3% hits; HEK293T ELG1-luciferase reporter, luminescence, 16 h; AID 504466; further: potency means the concentration at half of the fitted maximal effect; % of control where 0% means no effect; nearly all actives have a fitted effect of over 60% in size
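HEK293T cells expressing luciferase-tagged ELG1 were exposed to compound or DMSO vehicle for 16 hr at 37 °C and 5% CO2. Luciferase activity was then measured with ONE-Glo after 30 min at room temperature.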
* = called active by the depositor; u = inconclusive; x = no result given; [ ] = dose if it differs, or a comment. Unless noted, the call rests on the fitted dose curve; in most records, active means well fitted curve in the direction sought with a large enough effect; inconclusive means small, poorly fitted or top-dose-only effect, or another doubt; inactive means no such curve, though single readings can be large; an effect the other way counts as inactive or inconclusive.

SMILES	TRPV1 ag	a7 integrin act	TSG101-PTAP inh	B2AR arrestin	p53 reactivation	USP2a inh	ASM inhibitor	BRCA1 expr up	Eya2 inh	uPA surface inh	ELG1 genotox
O=C(c1ccc2ccccc2c1)C1CCCN(C(=O)c2cccnc2)C1 (configuration not stated)	6	24%	-9%	-0.4%	-8%	-1%	6%	-1%	-11%	0%	-10%
Cc1cc(C)nc(SCC(=O)N(C)C)n1	-1	-9%	-2%	-0.3%	1%	7%	-1%	-4%	16%	1%	0%
O=[N+]([O-])c1ccc(N2CCCC2)cc1N1CCCC1	16	-7%	-12%	-0.8%	-3%	0%	-22%	-34%	-10%	-4%	-7%
Cn1ccnc1Sc1nc(Nc2cccc(Cl)c2)nc(N2CCOCC2)n1	3	-17%	-1%	-1.2%	-3%	-1%	0%	0%[1.84 µM]	19%	-2%	-3%
CCOC(=O)N1CCC2CC1c1cc(Cl)ccc12 (configuration not stated)	x	-2%	-4%	x	x	x	4%	5%	x	4%	x
Cc1ccc(NC(=O)C(C)Sc2nnc(C)n2C2CC2)cc1S(=O)(=O)N1CCOCC1 (configuration not stated)	1	-30%	-2%	-0.2%	-1%	4%	5%	-4%	-11%	14%	2%
Cc1n[nH]c(=O)c2c(NC(=O)COC(=O)Cc3ccc(Cl)cc3Cl)oc(C)c12	-4	12%	-4%	0.5%	4%	1%	1%	-12%	-5%	3%	-1%
COCCNC(=O)C(=O)Nc1ccc(Br)cc1	-2	31%	-12%	-0.6%	u	0%	2%	74%	9%	-15%	u
O=C(Nc1ccccc1)O/N=C/c1ccc(F)cc1	8	-20%	-1%	0.2%	10%	-4%	-5%	u	-1%	7.1µM*	u
CCCC1=NN2C(=N)/C(=C\c3cc(C)n(-c4cc(C)cc(C)c4)c3C)C(=O)N=C2S1	-1	-11%	3%	0.0%	-19%	0%	-1%	-5%	6%	18%	-2%
Cc1cnc(C(=O)OC(C(=O)c2ccccc2)c2ccccc2)cn1 (configuration not stated)	7	-19%	0%	-0.2%	10%	2%	-1%	-6%	6%	1%	1%
CN(CC(=O)Nc1ccc(C#N)cc1)Cc1ccc(Cl)cc1	15	3%	2%	0.2%	-4%	1%	1%	-27%	5%	11%	-8%
CC(C)(C)C(=O)Nc1ccc(S(=O)(=O)N2CCC(c3nc4ccccc4[nH]3)CC2)cc1	4	0%	0%	-0.1%	-8%	0%	1%	-39%	-2%	4%	0%
CCn1c(SCC(=O)c2ccc(F)cc2)nnc1-c1ccoc1C	0	-4%	-6%	14%	17%	1%	-3%	44%	-1%	-6%	23%
Cc1ccc[n+](-c2[nH]c(=O)sc2/C=N/N=C(\[O-])c2cccnc2)c1	-2	34%	-12%	-0.5%	-3%	5%	0%	-18%	1%	2%	1%
O=C(Nc1ccc(F)cc1)C1CCCN(S(=O)(=O)c2cccc3cccnc23)C1 (configuration not stated)	x	-7%	1%	0.3%	-9%	3%	0%	-3%	-3%	-1%	-11%
COc1ccc(S(=O)(=O)N2CCOCC2)cc1NC(=O)Cc1c(F)cccc1Cl	10	-12%	-4%	0.0%	3%	-8%	-1%	-20%	20%	25%	-3%
O=C(CN1CCCCC1)NNc1nc(-c2ccccc2)c2cc(Cl)ccc2n1	1	-600%[inhibitor]	-3%	0.1%	-2%	1%	-1%	-46%	-1%	x	-6%
Cc1cc(C)c2[nH]c(=O)c(C(c3nnnn3CC3CCCO3)N3CCCC(C)C3)cc2c1 (configuration not stated)	7	13%	-3%	-0.2%	-2%	-1%	3%	-21%	-7%	3%	-1%
O=c1c2cc(Cl)ccc2oc2nc3n(c(=O)c12)CCCS3	4	2%	-2%	0.1%	2%	-1%	-1%	4%	23%	9%	1%
COc1ccc(-n2nc3c(c2NC(=O)CCCl)CSC3)cc1	-3	-26%	-4%	0.4%	-3%	6%	-3%	-10%	-21%	-6%	-6%
Cc1ccc(Cl)c(OCC(=O)OCC(=O)NC2CCCc3ccccc32)c1 (configuration not stated)	4	8%	-1%	-0.3%	-6%	3%	-1%	-6%	2%	-20%	-1%
CCCCNc1cc(Cl)nc(N)n1	-2	-14%	-6%	0.0%	3%	2%	13%	-17%	0%	-6%	2%
O=S(=O)(NCc1cccnc1)c1ccccc1	-2	3%	-4%	-0.1%	2%	0%	0%	1%	-13%	x	-3%
CC(OC(=O)Nc1cccc(Cl)c1)C(=O)O (configuration not stated)	-2	-1%	2%	-0.1%	2%	6%	4%	-2%	-1%	2%	0%

2 entries from above, bar-delimited:
compound | TRPV1 ag | a7 integrin act | TSG101-PTAP inh | B2AR arrestin | p53 reactivation | USP2a inh | ASM inhibitor | BRCA1 expr up | Eya2 inh | uPA surface inh | ELG1 genotox
Cc1cc(C)nc(SCC(=O)N(C)C)n1 | -1 | -9% | -2% | -0.3% | 1% | 7% | -1% | -4% | 16% | 1% | 0%
O=[N+]([O-])c1ccc(N2CCCC2)cc1N1CCCC1 | 16 | -7% | -12% | -0.8% | -3% | 0% | -22% | -34% | -10% | -4% | -7%

Gathered by group, the compounds so far containing an aryl methoxy group
SMILES	TRPV1 ag	a7 integrin act	TSG101-PTAP inh	B2AR arrestin	p53 reactivation	USP2a inh	ASM inhibitor	BRCA1 expr up	Eya2 inh	uPA surface inh	ELG1 genotox
COc1ccc(S(=O)(=O)N2CCOCC2)cc1NC(=O)Cc1c(F)cccc1Cl	10	-12%	-4%	0.0%	3%	-8%	-1%	-20%	20%	25%	-3%
COc1ccc(-n2nc3c(c2NC(=O)CCCl)CSC3)cc1	-3	-26%	-4%	0.4%	-3%	6%	-3%	-10%	-21%	-6%	-6%

Next section:
SMILES	TRPV1 ag	a7 integrin act	TSG101-PTAP inh	B2AR arrestin	p53 reactivation	USP2a inh	ASM inhibitor	BRCA1 expr up	Eya2 inh	uPA surface inh	ELG1 genotox
CCc1cc(=O)oc2c(C)c(OC(C)C(=O)NCCCn3ccnc3)ccc12 (configuration not stated)	0	-20%	2%	-0.2%	5%	-1%	2%	-14%	-1%	2%	-1%
COc1ccc(C(O)c2nc3ccccc3s2)cc1 (configuration not stated)	18	x	x	4.1%	4%	-1%	x	x	-6%	x	3%
O=C1Nc2ccccc2CCC1Sc1nnc(-c2ccc(Cl)cc2)s1 (configuration not stated)	15	-24%	-3%	0.1%	11%	-6%	-21%	14%	-7%	0%	0%
Cc1ccc(-c2c(C)cc3oc(=O)cc(-c4ccccc4)c3c2C)cc1	x	1%	-1%	-0.8%	0%	0%	-9%	-19%	-2%	-1%	-3%
CC1=NN(C(N)=S)C(=O)C1N=Nc1cccc(Cl)c1 (configuration not stated)	0	-5%	-1%	u	u	-1%	-4%	u	-9%	-6%	u
CCc1cccc2c(C(=O)COC(=O)[C@@H]3CC(O)CN3S(=O)(=O)c3ccccc3[N+](=O)[O-])c[nH]c12 (some centres not stated)	x	0%	0%	0.1%	-5%	2%	-7%	14%	0%	-9%	1%
Fc1ccc(/C=N/n2c(-c3cccs3)n[nH]c2=S)cc1	17	27%[7.66 µM]	-3%	-0.1%	-1%	2%	0%	0%	2%	-1%	-1%
O=C(CSCc1ccc(Cl)cc1)Nc1cccc(C(=O)O)c1	-3	3%	-2%	-0.2%	u	1%	-1%	38%	1%	1%	6%
COc1cc2[nH]ccc(=O)c2cc1OC	-1	-26%	-3%	-0.4%	5%	-1%	1%	2%	1%	6%	7%
CCOc1ccc(NC(=O)c2sc3nc(N4CCOCC4)c4c(c3c2N)CC(C)(C)OC4)cc1	0	-32%	-4%	0.3%	0%	1%	0%	-2%	-4%	5%	12%
CCNC(=O)C(=O)Nc1cc2c3c(c1)CCC(=O)N3CCC2	1	0%	-2%	0.3%	-4%	-3%	5%	-36%	1%	0%	13%
CCNS(=O)(=O)c1ccc2nc(NC(=O)/C=C/c3cc(OC)c(OC)c(OC)c3)sc2c1	0	-5%	0%	-1.2%	-1%	2%	96%[activator]	-11%	5%	-4%	-1%

Gathered by group: those above with a furan ring, fused or not (2)
SMILES	TRPV1 ag	a7 integrin act	TSG101-PTAP inh	B2AR arrestin	p53 reactivation	USP2a inh	ASM inhibitor	BRCA1 expr up	Eya2 inh	uPA surface inh	ELG1 genotox
Cc1n[nH]c(=O)c2c(NC(=O)COC(=O)Cc3ccc(Cl)cc3Cl)oc(C)c12	-4	12%	-4%	0.5%	4%	1%	1%	-12%	-5%	3%	-1%
CCn1c(SCC(=O)c2ccc(F)cc2)nnc1-c1ccoc1C	0	-4%	-6%	14%	17%	1%	-3%	44%	-1%	-6%	23%

Screening results as filed in PubChem.
